Mtb RmlCD inh – blocks M. tuberculosis RmlC and RmlD coupled enzymes; inhibition, % at 3.6 µM; AID 1533; RmlC+RmlD coupled enzyme assay, percent inhibition; primary screen in compound mixtures; hit rate 0.03% among 160,000; P9WH09+P9WH11; in the data active = inhibition mostly above about 34%, no sharp cut-off; note: some results filed as inactive read as strong as hits
Target sequence (P9WH09 whole entry, looked up): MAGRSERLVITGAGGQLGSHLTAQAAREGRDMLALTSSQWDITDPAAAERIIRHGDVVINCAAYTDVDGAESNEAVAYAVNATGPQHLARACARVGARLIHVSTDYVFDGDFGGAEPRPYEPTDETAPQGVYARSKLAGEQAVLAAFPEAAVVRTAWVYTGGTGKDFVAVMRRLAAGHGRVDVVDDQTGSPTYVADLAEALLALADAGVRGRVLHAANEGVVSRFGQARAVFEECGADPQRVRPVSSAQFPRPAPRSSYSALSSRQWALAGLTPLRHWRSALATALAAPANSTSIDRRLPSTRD
Target sequence (P9WH11 whole entry, looked up): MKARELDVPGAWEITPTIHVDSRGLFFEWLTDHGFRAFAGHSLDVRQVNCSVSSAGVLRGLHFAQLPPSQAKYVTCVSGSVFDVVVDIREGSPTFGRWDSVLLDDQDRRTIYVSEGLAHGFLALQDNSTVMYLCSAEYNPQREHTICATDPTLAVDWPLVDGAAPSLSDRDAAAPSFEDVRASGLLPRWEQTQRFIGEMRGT
GlmU inhibition – inhibition of mycobacterial GlmU enzyme – biochemical, glucosamine-1-phosphate acetyltransferase (AID 1376). M. tuberculosis GlmU acetyltransferase enzyme assay; higher % means a stronger effect. inhibition, %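 (tested at 30 µM in the primary screen)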, or IC50 in µM where a hit was titrated. hit rate 0.25% among 220,000; in the data active = inhibition above about 13%;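 note: 0% = complete reaction with vehicle and 100% = reaction without substrate; strong numbers were not always called active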
* marks the source's active call; other numbers are inactive results; . = not tested or not shown. Only part of the results is shown. The share of hits here may be higher or lower than overall.

SMILES	Mtb RmlCD inh	GlmU inhibition
Clc1ccc(-c2nnc(SCc3nc4ccccc4s3)o2)cc1	-48	0.4%
O=C(c1nnc(-c2ccncc2)o1)c1ccccc1Cl	.	8.7%
CC(=O)N1CCc2cc(S(=O)(=O)NCCCOC(C)C)ccc21	42	6.4%
CCCCn1c(N)c(N(CCC(C)C)C(=O)CSc2nnc(C)s2)c(=O)[nH]c1=O	.	6.2%
Cc1ccccc1C(=O)NNC(=O)Cc1ccccc1	5	-1.8%
FC(F)(F)c1cccc(N2CCC(N=CN3CCCCCC3)=N2)c1	10	1.2%
CCOC(=O)c1cnc2ccc(C)cc2c1Sc1ccc(F)cc1	-7	.
Cn1c(CNC(=O)c2ccc(Cl)cc2)nnc1SCC(=O)Nc1sc2c(c1C#N)CCCC2	-12	0.8%
N#C/C(=C\c1c(N2CCOCC2)nc2ccccn2c1=O)S(=O)(=O)c1ccccc1	8	-2.2%
CN(C(=O)c1ccc(C#N)cc1)c1nnc(-c2cnccn2)s1	.	-2.7%
COc1ccc(NC(=S)NCc2ccc(S(N)(=O)=O)cc2)cc1OC	3	2.4%
CN(C)c1oc(-c2ccccc2Cl)nc1C#N	7	.
CCOC(=O)N1CCN(C(=O)c2ccc(Oc3ccc([N+](=O)[O-])cc3)cc2)CC1	6	-0.4%
COc1ccccc1NC(=O)CCn1c(=O)sc2ccccc21	.	-1.4%
COc1ccc(NS(=O)(=O)c2ccc(NS(C)(=O)=O)cc2)cc1	.	-2.0%
CC1CCN(c2nc3c(cc2C#N)COC(C)(C)C3)CC1	-7	2.8%
C=CCn1c(O)c(C=Nc2ccccc2)sc1=S	9	-3.9%
COc1ccc(-c2c(C(F)(F)F)oc3cc(OCC(=O)Nc4ccccc4C(F)(F)F)ccc3c2=O)cc1OC	8	3.9%
COc1ccc(N2CCN(c3nc(Cl)nc(N4CCOCC4)n3)CC2)cc1	-6	-3.3%
COc1cc(/C=C(\C#N)c2ccccn2)ccc1OCc1ccccc1Cl	17	-0.7%
Cc1ccc(/C(N)=N/OC(=O)CCc2ccccc2)cc1	57	4.0%
O=c1[nH]ncc(N/N=C\c2ccc(O)cc2O)c1Cl	13	-1.6%
Cc1nonc1NCn1nnc2ccccc21	-1	3.2%
CCOc1ccccc1C(=O)NCC(=O)OCC(=O)c1ccc2c(c1)OCCO2	.	-0.4%
O=S(=O)(NCc1cc(-c2ccccc2Cl)no1)c1ccc(Cl)cc1	.	-5.6%
COc1ccc(NC(=O)C(c2ccc(OC)cc2)N(C)C(=O)c2cnccn2)cc1 (centres undefined)	-8	-1.7%
CCCc1cc(=O)[nH]c(SCC(=O)Nc2ccc(C)cc2)n1	8	0.5%
COc1ccc(S(=O)(=O)Cc2ccc(C(=O)NCc3ccc(F)cc3)o2)cc1	3	.
O=C(/C=C/c1ccccc1F)c1ccoc1	.	-3.5%
COCCn1c(CN2CCN(c3cccc(Cl)c3)CC2)nc2c1c(=O)n(C)c(=O)n2C	11	0.5%
COC(=O)c1ccccc1NC(=O)CSCC(=O)Nc1ccccc1	45	-0.8%
Cc1cc(C)c(C(=O)Nc2cccc(F)c2)c(Cl)n1	6	1.4%
Clc1ccc(CNc2nc(CN3CCOCC3)nc3scc(-c4ccccc4)c23)cc1	.	-1.6%
CNC(=S)NC1CC2CCC(C1)N2Cc1ccccc1 (centres undefined)	25	-3.3%
Cc1ccc(-c2ccc(CCC(=O)O)o2)cc1	-10	4.8%
CN(Cc1cccnc1)C(=O)CC1C(=O)NCCN1CC(c1ccccc1)c1ccccc1 (centres undefined)	-7	-3.9%
Fc1ccc(-c2csc(NC3=NCCC3)n2)cc1	-9	-1.4%
CCCCCC1CCC(c2ccc(/C(N)=N/O)cc2)CC1 (centres undefined)	2	-2.9%
Nc1nnc(SCC(=O)N2CCN(c3ccccc3)CC2)s1	10	3.9%
CCCc1cc(=O)[nH]c(SCC(=O)c2ccc(S(=O)(=O)N3CCCC3)cc2)n1	-4	-4.3%

Pulled one by one from above, six records:
SMILES	Mtb RmlCD inh	GlmU inhibition
COc1ccc(NC(=O)C(c2ccc(OC)cc2)N(C)C(=O)c2cnccn2)cc1 (centres undefined)	-8	-1.7%
Clc1ccc(CNc2nc(CN3CCOCC3)nc3scc(-c4ccccc4)c23)cc1	.	-1.6%
Cc1nonc1NCn1nnc2ccccc21	-1	3.2%
O=c1[nH]ncc(N/N=C\c2ccc(O)cc2O)c1Cl	13	-1.6%
CCCCCC1CCC(c2ccc(/C(N)=N/O)cc2)CC1 (centres undefined)	2	-2.9%
COCCn1c(CN2CCN(c3cccc(Cl)c3)CC2)nc2c1c(=O)n(C)c(=O)n2C	11	0.5%

(continued)
SMILES	Mtb RmlCD inh	GlmU inhibition
COC(=O)CN1C(c2ccc(Cl)cc2)=Nc2ccc(Cl)cc2C1c1ccccc1 (centres undefined)	2	-4.5%
O=C(CSc1ncc(C(=O)O)n1-c1ccc(F)cc1)NCc1ccc2c(c1)OCO2	-15	-1.0%
Cc1ccc2cc3c(NC(=O)c4cccnc4)nn(C)c3nc2c1	.	-5.6%
Cn1nc(-c2ccccc2)cc1NC(=O)Nc1ccccc1F	-6	-1.8%
Cn1cc(C=O)c2cc(F)ccc21	8	-6.1%
CCOC(=O)C(=O)N1CCN(CC)CC1	.	4.6%
CC(C)c1nnc(NC(=O)CC(=O)Nc2ccccc2C(=O)O)s1	3	-2.1%
COc1ccc(N2CCN(C(=S)NCc3ccc(C)cc3)CC2)cc1	25	-2.1%
Cc1cccc(N2CCN(C(=O)c3ccc(CS(=O)(=O)c4ccccc4C)o3)CC2C)c1 (centres undefined)	.	7.9%
O=C(CN1C(=O)c2ccccc2C1=O)NCC(=O)OCC(=O)c1cccc([N+](=O)[O-])c1	20	-4.8%
CC1(C)CC(=O)C(C=Nc2ccccc2Sc2ccccc2)=C(O)C1	12	-2.4%
O=C(Nc1ccc2c(c1)OCO2)N1CCN(c2ccccc2Cl)CC1	.	2.1%
Cc1cc(NC(=O)CCC(=O)N(c2ccc(F)cc2)C(C(=O)NC2CCCC2)c2ccncc2)no1 (centres undefined)	5	.
O=c1c2ccccc2nc2n1CCCCN2	-8	0.6%
Cc1c(-c2cccc(NC(=O)c3cccs3)c2)nc2ncccn12	11	6.8%
Cc1nn(-c2ccccc2)c(Cl)c1/C=N/NC(=O)c1ccccc1NS(=O)(=O)c1cccs1	.	-1.1%
CN(C)NC(=O)c1ccc([N+](=O)[O-])s1	-2	2.7%
COCCNC(=O)c1cc2ncc(Br)cn2n1	13	2.9%
O=C1CC(SCCc2nc3ccccc3[nH]2)C(=O)N1c1ccc(F)c(Cl)c1 (centres undefined)	.	12%
COc1cc(/C=C2/C(=N)N3C=CSC3=NC2=O)ccc1OCCOc1ccc(NC(C)=O)cc1	-18	-2.1%
CC1COC2N=C(N[N+](=O)[O-])NC2O1 (centres undefined)	-11	0.4%
CSc1nc(C)[nH]c(=O)c1C#N	8	-1.5%
CC(C)OC(=O)CC(NC(=O)OC(C)(C)C)c1ccccc1 (centres undefined)	.	-0.9%
CS(=O)(=O)N(CC(=O)N/N=C/c1cc([N+](=O)[O-])ccc1Cl)c1ccccc1	.	0.1%
COCCNC(=O)CN(Cc1ccc(Cl)cc1)S(C)(=O)=O	4	-0.2%
C=CCc1c(C)nc(SC)nc1Nc1ccc(C)cc1	.	2.5%
CCc1ccc(NC(=O)C2CC(=O)Nc3ncnn32)cc1 (centres undefined)	2	3.2%
CCNC(=O)CSc1nnc(C2CC2)n1-c1ccccc1	23	3.7%
COC(=O)c1cc(Br)c(=O)n(-c2ccccn2)c1	16	0.9%
Cc1onc(-c2ccccc2Cl)c1C(=O)Nc1ccc(S(=O)(=O)Nc2nccs2)cc1	.	-3.0%
CCOc1ccccc1C(=O)N(CCC(=O)OC)c1ccccn1	-6	0.5%
CCOC(=O)c1sc(-c2ccc(Cl)cc2Cl)nc1O	7	-4.1%
CCN(C(=O)COC(=O)/C=C/c1ccc(S(=O)(=O)N2CCc3ccccc32)cc1)C1CCS(=O)(=O)C1 (centres undefined)	-9	0.9%
COc1ccc(Cl)cc1NC(=O)c1cc(-c2ccccc2O)n[nH]1	.	4.5%
COc1ccc(C2/C=C\CN(C(=O)CC(C)(C)C)CC(=O)N2Cc2ccc(F)cc2)cc1 (centres undefined)	.	7.7%
CCC(C)C1NC(=O)C(C(C)=O)=C1O (centres undefined)	.	0.6%
Cc1ccc(O)c(C(=O)/C=C/c2ccc3c(c2)OCCO3)c1	-3	-7.0%
CC(C)Cn1c(N)c(C(=O)COC(=O)c2cc(C(F)(F)F)nc3ccccc23)c(=O)n(C)c1=O	.	3.7%
Cc1oc(-c2ccc(Cl)cc2)cc1C(=O)/C(C#N)=C/Nc1cccc(OC(F)(F)F)c1	63	-1.0%
O=S(=O)(c1cccc(S(=O)(=O)N2CCC(n3nnc4ccccc43)CC2)c1)N1CCCCC1	-5	-0.8%

In the list so far, these contain bromine:
SMILES	Mtb RmlCD inh	GlmU inhibition
COCCNC(=O)c1cc2ncc(Br)cn2n1	13	2.9%
COC(=O)c1cc(Br)c(=O)n(-c2ccccn2)c1	16	0.9%

(list continues)
SMILES	Mtb RmlCD inh	GlmU inhibition
COc1ccccc1C(=O)Nc1ccc2c(c1)nc(CCNC(C)=O)n2C	29	2.6%
CCNS(=O)(=O)c1ccc(NC(=O)c2cccnc2)cc1	-1	2.1%
CC(=O)OC1c2ccccc2C(=O)N1Cc1ccccc1Cl (centres undefined)	-8	-8.3%
CC(C)c1ccc(NC(=O)CSc2n[nH]c(=O)n2Cc2ccco2)cc1	4	-2.9%
COCCCNC(=O)c1cc(C)nc2ccc(F)cc12	-12	1.6%
CN1C(=O)CC(N2CCN(CCN=CC3=C(O)CC(C)(C)CC3=O)CC2)C1=O (centres undefined)	.	0.6%
CC1=Nc2ccccc2N=C(NC(=O)c2ccccc2)C1c1ccccc1 (centres undefined)	8	-1.8%
Nc1c(-c2ccccc2)cnc2cc(-c3ccccc3)nn12	6	-5.7%
CC1(C)Cc2c(ccc3ccccc23)C(=O)N1	.	2.5%
CC(C)(C)NC(=S)NNC(=O)c1ccc2ncccc2c1	8	0.4%
C/C(=N\NC(=O)CN1CCN(S(=O)(=O)c2ccc(C)cc2)CC1)c1ccc(O)cc1	-7	0.3%
Cc1ccc(C)c(OCc2nnc(NC(=O)c3ccc4c(c3)OCO4)s2)c1	.	2.7%
O=S1(=O)CCN(Cc2ccccc2Cl)CC1	.	2.3%
CCCn1c(NCc2cccs2)nc2ccccc21	.	-1.5%
CC(C)(C)C(=O)Nc1cc2nn(-c3ccccc3)nc2cc1Cl	.	-2.3%
CCN(CC)C(=O)c1n[nH]c(=O)c2ccccc12	.	-2.9%
O=C(NC1CC1)c1ccc(CSCc2cccc(F)c2)o1	6	-1.8%
COCCN1CCn2c(nc3cc(NC(=O)c4cccs4)ccc32)C1	.	-1.7%
O=[N+]([O-])c1cccc(-c2noc(-c3ccco3)n2)c1	-3	2.1%
Cc1ccc2c(c1)C1(C(=O)N2C)N2CC3(C)CN1CC(C)(C2)C3=O (centres undefined)	103	-0.5%

Exported with two lines to a compound: entries from further up
Screens in order – Mtb RmlCD inh	GlmU inhibition
- COc1ccc(-c2c(C(F)(F)F)oc3cc(OCC(=O)Nc4ccccc4C(F)(F)F)ccc3c2=O)cc1OC
    8	3.9%
- CC(C)OC(=O)CC(NC(=O)OC(C)(C)C)c1ccccc1 (centres undefined)
    .	-0.9%
- COc1ccccc1C(=O)Nc1ccc2c(c1)nc(CCNC(C)=O)n2C
    29	2.6%
- COc1ccc(NS(=O)(=O)c2ccc(NS(C)(=O)=O)cc2)cc1
    .	-2.0%
- CN(C)c1oc(-c2ccccc2Cl)nc1C#N
    7	.

Additional entries follow:
SMILES	Mtb RmlCD inh	GlmU inhibition
CCOC(=O)c1c(NC(=O)c2cc3n(n2)C(C(F)(F)F)CC(c2ccccc2)N3)sc(C)c1C (centres undefined)	.	5.1%
C=CCn1c(N)c(C(=O)NCc2ccco2)sc1=S	.	4.4%
COc1ccc(CNCC(O)COCc2cccs2)cc1 (centres undefined)	8	-3.9%
NC[C@@]12CCCC1C1CCC2C1 (some centres undefined)	-5	-1.5%
Cc1cc(C(=O)COC(=O)Cc2n[nH]c(=O)c3ccccc23)c(C)n1-c1cccc(C(F)(F)F)c1	3	1.0%
Cc1ccc(C(=O)CN(C(=O)c2ccc(Cl)c(Cl)c2)N2C(=O)C3CCCCC3C2=O)cc1 (centres undefined)	.	3.9%
Nc1nonc1-n1nnc(C(=O)N/N=C/c2ccc(OCc3ccccc3)cc2)c1COc1ccc(F)cc1	.	-0.1%
COc1cc(-n2c(-c3ccccc3)n[nH]c2=S)c(OC)cc1Cl	-11	2.2%
O=C(CSCc1ccccc1)Nc1ccc(F)cc1F	1	2.8%
COC(=O)c1sccc1NC(=O)c1csc2c1CCCC2	.	0.9%
O=C(Nc1ccc(-c2nnc(-c3ccccc3)o2)cc1)c1ccc(Br)o1	.	-0.2%
COc1cccc(/C=N/NC(=S)NC2CC3CCC2C3)c1OC (centres undefined)	5	-7.8%
CC1CSc2nc3sc4c(c3c(=O)n21)CCCC4 (centres undefined)	.	-3.2%
COc1nc(NCC(C)C)nc(Oc2ccc(OCc3ccccc3)nn2)n1	-8	3.4%
CC1=CC(c2ccc(Cl)cc2)n2nc(N3C(=O)CCC3=O)nc2N1 (centres undefined)	-5	3.1%
Cc1cc(C)n(-c2ccc(C(=O)C(C#N)c3nc4ccccc4n3C)cc2)n1 (centres undefined)	8	4.1%
COc1ccc(S(=O)(=O)N2CCCC2)c(C)c1C	3	5.6%
O=C(O)CCc1ccc(-c2ccc(Cl)cc2)n1CC(=O)O	-9	4.2%
C=CCn1c(N)c(C(=O)NCCC2=CCCCC2)sc1=S	12	5.6%
COCCNC(=O)c1cc(-c2cccc(OC)c2)on1	.	0.3%
COCCCNC(=O)c1cc2cc(Br)ccc2oc1=O	4	0.3%
CCn1c(SCC(=O)Nc2nccs2)nnc1-c1cc2cccc(OC)c2o1	.	2.8%
